Screens (PubChem BioAssay)
TDP1 inh: qHTS Assay for Inhibitors of Tyrosyl-DNA Phosphodiesterase (TDP1); Tyrosyl-DNA phosphodiesterase 1 (Homo sapiens), Q9NUW8; recombinant TDP1, AlphaScreen DNA substrate cleavage; Potency, µM (titrated, usually from 130 µM), for inactives: at the top dose activity change, negative = inhibition, actives largely listed as inhibitors; 0.28% of 350,000 active; further: nearly all actives have a fitted effect of over 40% in size
Target sequence (Q9NUW8 whole entry, looked up): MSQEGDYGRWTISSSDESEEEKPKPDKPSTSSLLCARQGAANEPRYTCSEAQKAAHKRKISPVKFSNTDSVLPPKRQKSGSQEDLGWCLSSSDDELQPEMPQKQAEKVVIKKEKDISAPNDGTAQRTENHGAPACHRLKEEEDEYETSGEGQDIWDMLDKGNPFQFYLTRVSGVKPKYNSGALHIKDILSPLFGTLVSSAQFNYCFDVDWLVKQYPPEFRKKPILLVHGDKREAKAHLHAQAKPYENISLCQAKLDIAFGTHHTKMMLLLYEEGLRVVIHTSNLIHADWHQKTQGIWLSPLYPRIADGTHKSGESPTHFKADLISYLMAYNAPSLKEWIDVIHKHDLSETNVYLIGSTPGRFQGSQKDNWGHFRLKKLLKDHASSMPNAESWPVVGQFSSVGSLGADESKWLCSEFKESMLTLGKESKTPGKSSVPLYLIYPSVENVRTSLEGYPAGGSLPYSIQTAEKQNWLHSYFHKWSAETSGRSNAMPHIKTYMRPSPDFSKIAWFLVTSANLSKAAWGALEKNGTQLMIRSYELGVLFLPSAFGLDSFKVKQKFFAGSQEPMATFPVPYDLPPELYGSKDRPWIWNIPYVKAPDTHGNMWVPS
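Signal: AlphaScreen proximity between streptavidin donor and anti-FITC acceptor beads on intact substrate. Reaction: Tdp1 1 nM, substrate 15 nM final, 5 min RT after 15 min compound preincubation.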
DT40 TDP1 no CPT: qHTS for Inhibitors of human tyrosyl-DNA phosphodiesterase 1 (TDP1): qHTS in cells in absence of CPT. DT40 Tdp1-/- hTDP1 cells, no CPT, ATP luminescence, 48 h. Potency, µM (highest dose often 46.2 µM), inactives show at the top dose activity change, negative = growth inhibition, hits mostly inhibitors. 15% of 420,000 active; further: nearly all actives have a fitted effect of over 55% in size
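A cellular qHTS used chicken DT40 cells lacking endogenous Tdp1 but carrying stably transfected human TDP1. Compounds were applied without camptothecin, and cell growth kinetics were judged by ATP-dependent luminescence after ≥48 hr.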
N370S GC mod: qHTS Assay for Inhibitors and Activators of N370S glucocerebrosidase as a Potential Chaperone Treatment of Gaucher Disease; Lysosomal acid glucosylceramidase (Homo sapiens), P04062; AID 2101, 2009; Potency, µM (top dose mostly 59.4 µM), inactives show at the highest dose activity change, negative = inhibition, hits mostly inhibitors; N370S GC spleen homogenate, 4MU-glucoside fluorescence; 0.092% of 330,000 active;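 further: 0% = full enzyme activity and -100% = no enzyme basal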
Active calls of the source: *; ? = inconclusive; / = no result given; [ ] = another dose, or the depositor's remark. The call rests on the fitted dose curve; in most records, active means well fitted curve in the direction sought with a large enough effect; inconclusive means small, poorly fitted or top-dose-only effect, or another doubt; inactive means no such curve, though single readings can be large; an effect the other way counts as inactive or inconclusive. Unless noted, on the % scale 0 is the no-effect control and ±100 the full control effect; potency means the concentration at half of the fitted maximal effect.

Fields: TDP1 inh, DT40 TDP1 no CPT, N370S GC mod
> Cc1c(NC(=O)COc2ccc(C(C)C)cc2)c(=O)n(-c2ccccc2)n1C
    3.9%, -3.3%, -7.8%
> CC1(c2ccccc2)NC(=O)N(CC(=O)Nc2ccc(N3CCOCC3)cc2)C1=O (stereo not given)
    0.4%, 13.2%, /
> C[C@H](CO)N1C[C@H](C)[C@@H](CN(C)C(=O)Nc2ccc(C(F)(F)F)cc2)Oc2ccc(NC(=O)NC3CCCCC3)cc2C1=O
    0.9%, ?, /
> COc1ccc(C(=O)Nc2nc3nc(C)c(Cc4ccccc4)c(=O)n3[nH]2)cc1OC
    4.7%, -5.7%, /
> Cc1nnc(SC(C)C(=O)Nc2sc3c(c2C#N)CCCC3)[nH]c1=O (stereo not given)
    1.0%, -1.6%, 1.7%
> Cc1cc2ccccc2n2c(SCC(=O)N3CCN(C(=O)c4ccco4)CC3)nnc12
    1.0%, /, 0.4%
> N#Cc1cn(OCc2ccccc2)c(=O)[nH]c1=O
    -5.3%, -11.4%, -19.4%
> Cc1ccc(-n2nc(CO)c(C(=O)NCCCCc3ccccc3)n2)cc1
    2.3%, ?, /
> CSc1cccc(NC(N)=S)c1
    4.1%, ?, 6.3%
> CN(C)S(=O)(=O)c1cccc(NC(=O)c2ccc(-n3cncn3)c([N+](=O)[O-])c2)c1
    /, -12.2%, -2.0%
> Cc1cccc(CNC(=O)c2ccc3nc(-c4ccccc4)c(-c4ccccc4)nc3c2)c1
    1.0%, ?, /
> CCOC(=O)C1CCN(C(=O)Cn2cc(C(=O)C3CC3)c3ccccc32)CC1
    2.3%, 1.7%, 2.9%
> C=CCn1c(NCc2ccccc2)nc2ccccc21
    0.0%, -2.8%, -20.6%
> O=C(CN1CCN(Cc2cccc(F)c2)CC1)NCc1ccccc1
    4.1%, ?, 3.4%
> O=C(Cn1cc(C(=O)c2cccs2)c2ccccc21)NCC1CCCO1 (stereo not given)
    2.2%, -13.7%, 0.0%
> COc1ccc(C2c3c(oc4ccc(Cl)cc4c3=O)C(=O)N2Cc2ccco2)cc1OC (stereo not given)
    6.9%, /, -14.4%
> Cc1noc(C)c1CN1C(=O)NC2(CCCCCCC2)C1=O
    -7.0%, -9.5%, 5.0%
> CCNC(=O)CCSc1nc2cc(Cl)ccc2o1
    3.3%, ?, -4.4%
> O=C(NCCN1C(=O)S/C(=C\c2ccccc2F)C1=O)C1CCN(S(=O)(=O)c2cccs2)CC1
    -1.8%, ?, 4.8%
> Cc1cn2c(=O)c(S(=O)(=O)Nc3ccc(F)cc3F)c(C)nc2s1
    -2.6%, ?, /
> Cc1cc(C)cc(NC(=O)C2CCC(CNC(=O)[C@@H]3Cc4ccccc4CN3)CC2)c1 (stereo not given in full)
    -1.2%, -19.2%, -16.4%
> Cc1c(NC(=O)C23CC4CC(CC(C)(C4)C2)C3)c(=O)n(-c2ccccc2)n1C
    4.1%, -24.7%, -6.2%
> CC(=O)NCC(=O)N1CCCC(C(=O)c2ccc3c4c(cccc24)CC3)C1 (stereo not given)
    -2.6%, ?, 2.9%
> O=C(O)c1ccc(C=NNC(=O)c2ccccc2NS(=O)(=O)c2cccs2)cc1
    0.2%, 9.2%, /
> O=C(NC(=C(Cl)Cl)S(=O)(=O)c1ccc(Cl)cc1)c1ccccc1
    0.0%, 9.2µM*, 1.8%
> CCOC(=O)c1ccc(NS(=O)(=O)c2ccc3c(c2)oc(=O)n3C)cc1
    2.6%, ?, -7.5%
> CSC(C(=O)c1cc2ccccc2o1)c1ccccc1 (stereo not given)
    -13.3%, ?, 28.1%
> COc1ccc(S(=O)(=O)N2CCN(C(=O)c3cc(C)oc3C)CC2)cc1OC
    3.9%, -27.3%, /
> CN(CC(=O)NCc1ccncc1)S(=O)(=O)c1cc(Cl)ccc1Cl
    13.0%, -5.0%, -0.4%
> O=C(CSc1nnc2ccc(-c3cccnc3)nn12)Nc1ccc(F)cc1
    /, -26.0%, -6.9%

A draw from above in order of number of heavy atoms, ascending:
Fields: TDP1 inh, DT40 TDP1 no CPT, N370S GC mod
> CSc1cccc(NC(N)=S)c1
    4.1%, ?, 6.3%
> C=CCn1c(NCc2ccccc2)nc2ccccc21
    0.0%, -2.8%, -20.6%
> Cc1noc(C)c1CN1C(=O)NC2(CCCCCCC2)C1=O
    -7.0%, -9.5%, 5.0%
> O=C(NC(=C(Cl)Cl)S(=O)(=O)c1ccc(Cl)cc1)c1ccccc1
    0.0%, 9.2µM*, 1.8%
> Cc1cn2c(=O)c(S(=O)(=O)Nc3ccc(F)cc3F)c(C)nc2s1
    -2.6%, ?, /
> O=C(Cn1cc(C(=O)c2cccs2)c2ccccc21)NCC1CCCO1 (stereo not given)
    2.2%, -13.7%, 0.0%
> Cc1ccc(-n2nc(CO)c(C(=O)NCCCCc3ccccc3)n2)cc1
    2.3%, ?, /
> COc1ccc(S(=O)(=O)N2CCN(C(=O)c3cc(C)oc3C)CC2)cc1OC
    3.9%, -27.3%, /
> O=C(O)c1ccc(C=NNC(=O)c2ccccc2NS(=O)(=O)c2cccs2)cc1
    0.2%, 9.2%, /
> CC1(c2ccccc2)NC(=O)N(CC(=O)Nc2ccc(N3CCOCC3)cc2)C1=O (stereo not given)
    0.4%, 13.2%, /
> Cc1cc(C)cc(NC(=O)C2CCC(CNC(=O)[C@@H]3Cc4ccccc4CN3)CC2)c1 (stereo not given in full)
    -1.2%, -19.2%, -16.4%
> COc1ccc(C2c3c(oc4ccc(Cl)cc4c3=O)C(=O)N2Cc2ccco2)cc1OC (stereo not given)
    6.9%, /, -14.4%
> Cc1cccc(CNC(=O)c2ccc3nc(-c4ccccc4)c(-c4ccccc4)nc3c2)c1
    1.0%, ?, /
> O=C(NCCN1C(=O)S/C(=C\c2ccccc2F)C1=O)C1CCN(S(=O)(=O)c2cccs2)CC1
    -1.8%, ?, 4.8%

(list continues)
Fields: TDP1 inh, DT40 TDP1 no CPT, N370S GC mod
> Fc1ccc(OCc2cc(-c3ccccc3)no2)cc1
    /, -9.2%, -6.8%
> Cc1noc(C)c1COc1cccc(C(=O)N2CCN(C/C=C/c3ccccc3)CC2)c1
    4.2%, ?, -2.6%
> CCOC(=O)c1ccc(NC(=O)Nc2cc3c(cc2N2CCCC2)n(C)c(=O)n3C)cc1
    12.5%, 23.1µM*, /
> CC(=O)N1CCN(C(=O)c2ccc(NS(=O)(=O)c3ccc4[nH]c(=O)[nH]c4c3)cc2)CC1
    0.6%, -0.6%, -10.1%
> O=C(c1cccc(Br)c1)N1CCN(c2ccc(N3CCOCC3)nn2)CC1
    /, -17.7%, 4.4%
> COCCNC(=O)Cn1c(=O)c2cccn2c2ccc(F)cc21
    2.6%, -3.9%, /
> O=C(COc1ccc(F)cc1Br)NCCCN1CCCC1=O
    -0.5%, 17.8%, /
> Cc1ccc(NC(=O)CCS(=O)(=O)c2cccc3nsnc23)c(C)c1
    -5.9%, -5.3%, /
> Cc1ccc(S(=O)(=O)NCCC(=O)Nc2ccc(Cl)c(Cl)c2)cc1C
    5.5%, ?, -13.6%
> COc1ccccc1C(=O)NCCC(=O)Nc1ccc(OC(F)(F)F)cc1
    6.7%[0.0935 µM], ?, -12.0%
> O=C(CSCc1ccccc1)Nc1ccc(F)cc1F
    0.0%, 10.1%, 10.2%
> COc1cc(-n2c(-c3ccccc3)n[nH]c2=S)c(OC)cc1Cl
    -1.2%, 16.4%, 9.2%
> Nc1nonc1-n1nnc(C(=O)N/N=C/c2ccc(OCc3ccccc3)cc2)c1COc1ccc(F)cc1
    /, -22.3%, -2.7%
> Cc1ccc(C(=O)CN(C(=O)c2ccc(Cl)c(Cl)c2)N2C(=O)C3CCCCC3C2=O)cc1 (stereo not given)
    7.0%, 4.3%, 8.9%
> COc1ccc(-c2cc(=O)c3c(OC)c(OC)c(OC)c(OC)c3o2)cc1
    9.7%[56.1 µM], 16.4µM*, 10.3%
> CCc1nnc(NC(=O)c2ccc(COc3ccccc3)o2)s1
    2.3%, 4.6%, 1.1%
> CC(=O)Nc1ccc2nc3c(=O)n(C)c(=O)n(C)c3nc2c1
    /, ?, -11.6%
> COc1ccc(N(CC(=O)NC(C)(C)C)S(=O)(=O)c2ccccc2)cc1OC
    -2.0%, 0.0%, 12.3%
> COc1cccc(/C=N/NC(=S)NC2CC3CCC2C3)c1OC (stereo not given)
    3.8%, 20.6µM*, -7.0%
> Cc1ccccc1CC1(CO)CCCN(C(=O)CCC(F)(F)F)C1 (stereo not given)
    /, -0.2%, -26.6%
> CC(=O)c1sc(NC(=O)C2CCN(C(=O)c3ccc(F)cc3)CC2)nc1-c1ccccc1
    -1.8%, ?, -20.5%
> O=C(NC1CC1)c1ccc(CSCc2cccc(F)c2)o1
    1.2%, ?, -1.8%
> CCC(CC)C(=O)Nc1cccc(/C(C)=N\NC(=O)c2ccc(C)s2)c1
    -7.9%, ?, 10.5%
> CCOc1ccccc1Oc1cn[nH]c1-c1ccc(O)cc1O
    /, ?, -14.7%
> CCCCCOC(=O)CSc1nc2sc3c(c2c(=O)n1Cc1ccccc1)CC(C)(C)OC3
    2.9%[2.28 µM], ?, /
> N#CC1(NC(=O)COC(=O)c2ccc(Cl)nc2)CCCCC1
    1.5%, -9.3%, -12.7%
> CCCc1cc(=O)oc2cc(C)cc(OCC(=O)NCc3cccnc3)c12
    1.5%, -4.2%, 0.5%
> O=[N+]([O-])c1cccc(-c2noc(-c3ccco3)n2)c1
    0.0%, -19.8%, 2.1%
> Cc1ccc(-n2ccnc2SCC(=O)c2c(N)n(C3CC3)c(=O)[nH]c2=O)cc1C
    1.9%, -23.6%, /
> C=CCn1c(N)c(C(=O)NCc2ccco2)sc1=S
    2.2%, -0.7%, -0.3%
> CCOC(=O)c1c(NC(=O)c2cc3n(n2)C(C(F)(F)F)CC(c2ccccc2)N3)sc(C)c1C (stereo not given)
    5.4%, 14.6µM*, 8.4%
> Cc1ccc2c(c1)C1(C(=O)N2C)N2CC3(C)CN1CC(C)(C2)C3=O (stereo not given)
    5.1%, -1.5%, -9.1%
> Cc1nn(Cc2c(Cl)cccc2Cl)c(C)c1NC(=O)Cn1nc([N+](=O)[O-])c(Cl)c1C
    5.3%, 1.9%, 4.1%
> Cc1cc(C(=O)COC(=O)Cc2n[nH]c(=O)c3ccccc23)c(C)n1-c1cccc(C(F)(F)F)c1
    3.4%, 16.4µM*, ?
> COc1ccccc1C(=O)CN1C(=O)NC2(CCCCCC2)C1=O
    0.7%, -0.5%, /
> COc1ccc(CNCC(O)COCc2cccs2)cc1 (stereo not given)
    -6.1%, -15.3%, 18.4%
> CCOC(=O)N1CCN(C(=O)CNS(=O)(=O)c2cccs2)CC1
    1.9%, -1.4%, 6.8%
> O=S1(=O)CCN(Cc2ccccc2Cl)CC1
    3.2%, 3.5%, -2.0%
> COc1ccc2ccccc2c1CN1CCN(C(=O)c2ccco2)CC1
    8.1%[0.0935 µM], 14.6µM*, -5.4%
> CCOc1ccc(NC(=O)N(C)CCc2c(C)nn(C)c2C)cc1
    8.8%, -27.9%, /
> CCCn1c(NCc2cccs2)nc2ccccc21
    0.0%, ?, 4.5%
> O=C(CCN1CCN(c2ccccc2)CC1)Nc1ccc2c(c1)OCO2
    1.0%[56.1 µM], -16.3%, -16.3%
> Cc1ccc(C)c(NC(=O)CN(C)C(=O)c2oc3c(Cl)cccc3c2C)c1
    -6.9%[0.505 µM], ?, -1.0%
> O=C(CN(C(=O)c1nsc(Cl)c1Cl)c1ccc(F)cc1)NC1CCCC1
    0.7%, -22.9%, -6.9%
> COc1cc([N+](=O)[O-])cc(/C=C2/SC(=S)N(Cc3ccccc3)C2=O)c1O
    /, 7.31µM*, -6.6%
> Cc1cc(-c2nsc(=O)o2)c(S(C)(=O)=O)s1
    6.9%, 16.4µM*, -3.1%
> Cc1ccc2cc3cc(C(=O)NC4CC4)oc3nc2c1
    4.3%, ?, -2.5%
> Cc1cc(C(=O)COC(=O)CC2Sc3ccccc3NC2=O)c(C)n1-c1cccc(C(F)(F)F)c1 (stereo not given)
    8.2%, ?, 28.4%
> Cc1ccc(C(=O)N2CCNC(=O)C2CC(=O)Nc2ccccc2)cc1 (stereo not given)
    2.3%, 14.7%, 0.6%
> CCN(CC)C(=O)c1n[nH]c(=O)c2ccccc12
    5.4%, 5.7%, 0.8%
> CC(C)(C)C(=O)Nc1cc2nn(-c3ccccc3)nc2cc1Cl
    /, -29.9%, 0.7%[12.8 µM]
> COc1ccc(S(=O)(=O)N2CCOCC2)cc1NC(=O)c1sccc1C
    0.1%, ?, /
> Nc1c(-c2ccccc2)cnc2cc(-c3ccccc3)nn12
    2.5%, -27.1%, 8.0%

Profiles as entered above:
Record of Cc1ccc2cc3cc(C(=O)NC4CC4)oc3nc2c1 = TDP1 inh: 4.3%; DT40 TDP1 no CPT: ?; N370S GC mod: -2.5%
Record of Nc1c(-c2ccccc2)cnc2cc(-c3ccccc3)nn12 = TDP1 inh: 2.5%; DT40 TDP1 no CPT: -27.1%; N370S GC mod: 8.0%

Not all compounds are listed (hit frequency here may not be typical).
